Screening data from PubChem.
HCMV inh = inhibitors of human cytomegalovirus | HFF cells, HCMV-luciferase reporter, 72 h; active compounds read low | activity change, negative = inhibition, % at 57.5 µM | AID 1259415 | hit rate 4.5% among 410,000; in the data active means activity change below about -60%; inconclusive means no clear call, values can overlap the other calls; inactive means above about -39%; further: on the % scale 0 is the no-effect control and ±100 the full control effect
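Luciferase read-out from HCMV-luciferase-infected HFFs (MOI 1 PFU/cell) 72 h post infection at 37C; compounds added after 16 h cell attachment; activity normalized between buffer-only basal and Salinomycin (10uM) inhibitor controls.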
AmpC inh no detg = inhibitors of E. coli AmpC beta-lactamase without detergent | hit rate 0.52% among 330,000 | P00811 | AmpC nitrocefin hydrolysis, absorbance 480 nm, 0.0001% Triton | Potency, µM (series often up to 57.1 µM), for inactives: at the highest dose activity change, negative = inhibition, actives largely listed as inhibitors;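 further: potency means the concentration at half of the fitted maximal effect; plate controls were no compound for no effect and no enzyme for full effect; nearly all actives have a fitted effect of over 20% in size; some results filed as inactive show a strong effect at the top dose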
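AmpC (5.3 nM in the dispensed reagent) in 20 mM phosphate pH 7.0 with 0.01% (detergent screen) or 0.0001% Triton X-100 was preincubated with compounds for 15 min at room temperature. Nitrocefin was then added from an 800 uM solution, and hydrolysis was followed at 480 nm.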
Giardia FBPA inh = inhibitors of Giardia lamblia fructose-1,6-bisphosphate aldolase; Potency, µM (titrated, usually from 59.6 µM), without a hit: at the top dose activity, negative = inhibition, actives largely listed as inhibitors; purified Giardia FBPA; AID 2451; hit rate 0.71% among 290,000; further: potency means the concentration at half of the fitted maximal effect; on the % scale 0 is the no-effect control and ±100 the full control effect; nearly all actives have a fitted effect of over 55% in size
Target sequence (A8B2U2 whole entry, looked up): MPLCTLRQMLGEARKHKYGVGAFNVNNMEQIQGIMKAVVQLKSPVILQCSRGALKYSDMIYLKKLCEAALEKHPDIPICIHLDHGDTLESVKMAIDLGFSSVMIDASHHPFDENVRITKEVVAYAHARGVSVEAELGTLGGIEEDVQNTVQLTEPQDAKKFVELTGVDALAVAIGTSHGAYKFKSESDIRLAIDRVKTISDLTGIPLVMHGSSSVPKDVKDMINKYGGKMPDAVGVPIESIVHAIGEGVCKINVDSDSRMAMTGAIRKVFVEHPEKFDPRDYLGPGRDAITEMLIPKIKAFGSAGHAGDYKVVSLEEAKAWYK
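40 nM FBPA preincubated 10 min at RT with compound (up to 57.5 uM final), then substrate plus GAPDH/TPI/NAD/arsenate coupling and diaphorase/resazurin added. Fluorescence read after 20 min at RT, 525/598 nm.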
AmpC detergent = inhibitors of E. coli AmpC beta-lactamase with detergent. P00811. AmpC hydrolysis of nitrocefin, absorbance 480 nm, 0.01% Triton. Potency, µM (highest dose often 114 µM), without a hit: top-dose activity change, negative = inhibition, hits mostly inhibitors. hit rate 0.041% among 370,000. AID 485294;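 further: potency means the concentration at half of the fitted maximal effect; 0% = no-compound wells and -100% = no-enzyme wells; nearly all actives have a fitted effect of over 25% in size; some results filed as inactive show a strong effect at the top dose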
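20 mM phosphate pH 7.0 + 0.01% (detergent screen) or 0.0001% Triton X-100; 5.3 nM AmpC reagent; cpd preinc 15 min RT; nitrocefin (800 uM stock) to start; A480 q20 s × 4 min; Activity was normalised to no-enzyme and no-compound control wells.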
Cycloheximide cs = counter-screen for Shiga toxin inhibitors: cycloheximide protein synthesis inhibition | cell reporter, cycloheximide protein synthesis inhibition counterscreen | max response, % | hit rate 12% among 300,000 | AID 2314; in the data active means max response mostly above about 13%, no sharp cut-off; inactive means mostly below about 14%; further: read at 38.3 µM for the half of the compounds with a filed dose; 0% is about no effect
Shiga toxin inh = inhibitors of Shiga toxin in Vero cells; Vero cells, Shiga toxin protein synthesis inhibition reporter; inhibition, % at 38.7 µM; hit rate 9.2% among 290,000; in the data active means inhibition mostly above about 28%, no sharp cut-off; inactive means mostly below about 43%; further: 0% is about no effect
AMA1 RON2 block = inhibitors of Plasmodium falciparum AMA1-RON2 interaction; AID 720542; Potency, µM (top dose mostly 58.2 µM), inactives show at the top dose activity change, negative = inhibition, most hits filed as inhibitors; AlphaScreen AMA1-biotinylated RON2 peptide binding; hit rate 0.2% among 360,000;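 further: potency means the concentration at half of the fitted maximal effect; 0% = vehicle wells and -100% = peptide control; nearly all actives have a fitted effect of over 45% in size; some results filed as inactive show a strong effect at the top dose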
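AMA1 (3D7) with his tag at 25 nM final met compounds first, then biotinylated RON2 peptide at 25 nM; detection used donor plus acceptor beads, 10 µg/mL apiece, read by AlphaScreen after 30 min at room temperature.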
Numbers without * were called inactive; ? = inconclusive; nt = no result given; & = joins results of further samples; [ ] = another dose, or the depositor's remark. Unless noted, the call rests on the fitted dose curve; in most records, active means well fitted curve in the direction sought with a large enough effect; inconclusive means small, poorly fitted or top-dose-only effect, or another doubt; inactive means no such curve, though single readings can be large; an effect the other way counts as inactive or inconclusive.

canonical_smiles | HCMV inh | AmpC inh no detg | Giardia FBPA inh | AmpC detergent | Cycloheximide cs | Shiga toxin inh | AMA1 RON2 block
Cc1cc(NS(=O)(=O)c2ccc(NS(=O)(=O)c3ccc(Br)cc3)cc2)no1 | 3 | -33% | -14% | ? | -2 | -5 | -1%
CC1CCN(CCCNC(=O)CN2C(=O)CSc3ccc(S(=O)(=O)N4CCC(C)CC4)cc32)CC1 | 0&-1 | 56% | nt | -10%&6% | 13 | 0 | -8%
Cc1cccc(NC(=O)c2cccc(S(=O)(=O)N3CCc4ccccc4C3)c2)n1 | -32 | -1% | nt | ? | nt | nt | -8%
Cc1cc(C(=O)CN2C(=O)c3ccccc3C2=O)c(C)n1C1CC1 | 17 | 28% | -1% | -5% | 23* | 15 | 2%
CC(Oc1ccc2c(-c3ccccc3)cc(=O)oc2c1)C(=O)NC(Cc1c[nH]c2ccc(O)cc12)C(=O)O (stereo not given) | -77* | -41% | -3% | -11% | -5 | -5 | -13%
NC(=O)C(c1ccc(F)cc1)c1ccc(C(=O)c2ccccc2)cc1 (stereo not given) | ? | -8% | 9% | 1% | -3 | -14 | -3%
N/C(=N\OC(=O)/C=C/c1ccccc1)c1cccnc1 | 40 | -36% | 2% | -2% | 32* | 70* | -7%
CC(C)(C)c1nc(N)nc(=O)[nH]1 | -4 | -10% | 3% | -4% | -1 | 1 | 4%
Cc1nn(Cc2ccccc2Cl)c(Cl)c1C(=O)OC(C(=O)NC(N)=O)C(C)C (stereo not given) | -19 | -3% | -4% | -10% | -5 | 9 | 1%
CC(C)CNC(=O)CCc1nc(-c2ccccc2)no1 | -4 | -17% | 2% | 4% | 27* | 33* | -12%
CCOc1ccc(/C=N/NC(=O)NC23CC4CC(CC(C4)C2)C3)cc1O | -14 | -33% | 5% | ? | 4 | -7 | -2%
CCc1cc2cccc(C)c2nc1SCC(=O)NC1CCCC1 | -19 | -8% | 8% | -7% | 5 | 39 | -5%
CCOC(=O)c1ncn2c1C(=O)OC2(C)C | 28 | -3% | -24% | ? | 3 | -22 | 45%[activator]
Cc1nc2c(-c3ccc(F)cc3)c(C)nn2c(C)c1CCC(=O)N1CCOCC1 | 46 | 7% | 1% | -8% | -5 | -7 | 1%
CSc1ccccc1NC(=O)CSCc1ccc(Br)cc1 | ? | -22% | -3% | 1% | -1 | -12 | 49%[activator]
CC(=O)Nc1ccc(SCC(=O)OCC(=O)NC(=O)NCCC(C)C)cc1 | ? | -11% | 4% | ? | -1 | -14 | 3%
O=C(O)c1cccc(NS(=O)(=O)c2ccc(-c3ccc(S(=O)(=O)Nc4cccc(C(=O)O)c4)cc3)cc2)c1 | -72* | -43% | 30% | -3% | -1 | -1 | 17%
CSC1=C(C#N)C(c2cccs2)CC(=O)N1C (stereo not given) | nt | -11% | 1% | -11% | -1 | 2 | nt
COc1cc(OC)c2c(c1C(CCN1CCOCC1)c1ccc(N(C)C)cc1)OC(=O)CC2c1ccc(N(C)C)cc1 (stereo not given) | 20 | 193%[activator] | -8%&-19% | -2% | 2&1 | -8&-5 | 14µM*
Cc1ccc(OC(=S)Nc2ccc(F)cc2)cc1 | -1 | -11% | 0% | -10% | -1 | -7 | -7%
COCCCn1c(CCC(=O)O)ccc1-c1ccc(F)cc1 | -32 | ? | 6% | 3% | -4 | 13 | 4%
CCOc1ccccc1N=Nc1c(C)[nH]n(-c2ccccc2)c1=O | nt | -6% | 2% | -14% | 0 | -19 | -1%
COc1cc(OC)cc(C(=O)NC2=NCCS2)c1 | 2 | -23% | 0% | -13% | 25 | 29 | 47%[activator]
Cc1cc(C(=O)CCC(=O)N(C)CC(=O)Nc2ccc(OC(F)(F)F)cc2)c(C)s1 | -4 | 152%[activator] | nt | 0% | nt | nt | 2%
Cc1c(NC(=S)N/N=C/c2ccc(Br)cc2)c(=O)n(-c2ccccc2)n1C | 27 | -21% | -11% | 2% | 6 | 17 | 85%[activator]
Cc1cc(C=C2C(=O)N(C)C(=S)N(C)C2=O)c(C)n1C1CCCC1 | -16 | -28% | -12% | -8% | 1 | 27 | 15%
CC(=O)N1CCN(c2ccccc2NC(=O)c2cc(Br)ccc2Cl)CC1 | -30 | 106%[activator] | -16% | 3% | -2 | -12 | -7%
CCOC(=O)Cc1csc(SCC(=O)Nc2cc(Cl)ccc2Oc2ccccc2)n1 | -9 | 0% | 10% | -1% | 2 | 18 | 11%

Rows are unselected. About 16% of those tested had a hit in this group.
